ATXN viability: viability counter-screen for ATXN expression inhibitors; S2 cells (HEK-293 line with an ATXN2-luciferase reporter) viability, CellTiter-Fluor protease fluorescence, 24 h; AID 651635; 400,000 compounds, 0.49% hits; Potency, µM (series often up to 56.7 µM), usual class: cytotoxic; also: potency is read from the fitted curve at half-maximal effect; nearly all actives have a fitted effect of over 40% in size
Nrf2 activator: activators of Nrf2 (ARE) signaling; AREc32 ARE-luciferase reporter (MCF7-derived line), luminescence, 24 h; Potency, µM (titrated, usually from 46.1 µM), for inactives: at the top dose activation, most hits filed as activators; 410,000 compounds, 0.31% hits; also: potency is read from the fitted curve at half-maximal effect; % of control where 0% means no effect; nearly all actives have a fitted effect of over 65% in size
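Reporter line AREc32 (ARE-Fluc), seeded overnight in OPTI-MEM with 5% FBS; compound pin-transferred, 24 hr at 37 deg C, 5% CO2; luminescent read-out.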
HepG2 viability: kills HepG2 cells in TGF-b inhibitor counter-screen | HepG2 CAGA-GFP viability, ATP luminescence, 18 h | Potency, µM (doses to about 46.1 µM), inactives show at the highest dose activity change, negative = cytotoxicity, usual class: cytotoxic | 410,000 compounds, 0.76% hits; also: potency is read from the fitted curve at half-maximal effect; some results filed as inactive show a strong effect at the top dose
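CellTiter-Glo luminescence gave cytotoxicity after 18 hours at 37 degrees C. The cells were HepG2 CAGA-GFP in 1% FBS DMEM, stimulated with 500 pg/mL TGF-beta after compound addition. %Activity was normalised to no-cell wells (complete cell-killing) and DMSO (no toxicity), and curves were fitted and classified.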
MCF10A rerep: induces DNA re-replication in MCF 10a normal breast cells. Potency, µM (series often up to 46.1 µM), without a hit: at the highest dose activity, positive = re-replication, hits mostly activators. MCF 10A DNA re-replication, Hoechst nuclear intensity, 48 h. 350,000 compounds, 2.9% hits. AID 624296; also: potency is read from the fitted curve at half-maximal effect; % of control where 0% means no effect; nearly all actives have a fitted effect of over 50% in size
Nrf2 block: inhibitors of Nrf2 signaling. Potency, µM (highest dose often 46 µM), for inactives: top-dose activity change, negative = inhibition, hits mostly inhibitors. 360,000 compounds, 2.1% hits. A549 ARE-Fluc reporter, luciferase luminescence, 18-24 h; also: potency is read from the fitted curve at half-maximal effect; % is scaled to controls: 0 for no effect and ±100 for the full control effect; nearly all actives have a fitted effect of over 60% in size
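A549 ARE_Fluc cells (5000/well, 5% FBS OPTI-MEM) pre-incubated 2 h, then treated with compounds 18-24 h at 37C/5% CO2 in concentration-response. CellTiter-Fluor viability read first; BugLite luciferase luminescence after 15 min at room temperature gives Nrf2 activity.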
ATXN2 expr inh: reduces ATXN2 reporter expression in HEK-293 cells | 360,000 compounds, 0.72% hits | Potency, µM (top dose mostly 57 µM), inactives show top-dose activity change, negative = inhibition, hits mostly inhibitors | HEK-293 ATXN2-luciferase reporter, luminescence, 24 h; also: potency is read from the fitted curve at half-maximal effect; % is scaled to controls: 0 for no effect and ±100 for the full control effect; nearly all actives have a fitted effect of over 55% in size
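qHTS (up to 57 uM final) was run with 24 h compound exposure of reporter cells at 37 °C. Each well was multiplexed: SteadyGlo luminescence measured ATXN2-luciferase expression after a fluorogenic Gly-Phe-AFC viability readout (25 uM final).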
TGFb inhibitor: inhibitors of TGF-b signaling; 410,000 compounds, 1.2% hits; AID 588855; Potency, µM (highest dose often 46.1 µM), without a hit: at the highest dose activity, negative = inhibition, most hits filed as inhibitors; HepG2 CAGA-GFP TGF-b/SMAD3 reporter, GFP fluorescence, 18 h; TGF-beta stimulated, 500 pg/mL final; also: potency is read from the fitted curve at half-maximal effect; % is scaled to controls: 0 for no effect and ±100 for the full control effect; nearly all actives have a fitted effect of over 65% in size
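TGF-beta reporter screen: HEPG2 CAGA-GFP, 1% FBS, 500 pg/mL TGF-beta final, 18 h; per-cell GFP summed per well; curves fitted and categorized by class.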
IL1B secr inh: inhibitors of inflammasome signaling (IL-1 beta secretion); AID 743279; THP-1 LPS/ATP IL-1B secretion, AlphaLISA, 16 h; active compounds read low; activity change, % at 57.5 µM; 360,000 compounds, 4.7% hits; in the data active = activity change below about -50%; inconclusive = mostly about -30% to -49%; also: % is scaled to controls: 0 for no effect and ±100 for the full control effect
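THP-1 cells pretreated 1 hr with compounds (up to 57.5 uM final), then stimulated with LPS (250 ng/mL final) plus ATP (1.25 mM final); secreted IL-1B measured by AlphaLISA after 16 hr, decreased signal indicating inhibition.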
A549 viability: A549 cytotoxicity, counter-screen for Nrf2 inhibitors; AID 504648; A549 ARE-Fluc cells, CellTiter-Fluor viability, 18-24 h; Potency, µM (doses to about 46 µM), without a hit: top-dose activity change, negative = cytotoxicity, usual class: inhibitors; 390,000 compounds, 0.16% hits; also: potency is read from the fitted curve at half-maximal effect; % is scaled to controls: 0 for no effect and ±100 for the full control effect
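Cytotoxicity counterscreen: CellTiter-Fluor fluorescence was measured in A549 ARE_Fluc cells after 18-24 h of compound exposure in a concentration series. The subsequent BugLite luminescent read reports ARE-luciferase activity.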
An asterisk follows results filed as active; i = inactive; ? = inconclusive; . = no result given; & = joins results of further samples; [ ] = another dose, or the depositor's remark. Unless noted, calls follow the shape of the dose curve; as a rule, active = well fitted curve in the direction sought with a large enough effect; inconclusive = small, poorly fitted or top-dose-only effect, or another doubt; inactive = no such curve, though single readings can be large; an effect the other way counts as inactive or inconclusive.

SMILES	ATXN viability	Nrf2 activator	HepG2 viability	MCF10A rerep	Nrf2 block	ATXN2 expr inh	TGFb inhibitor	IL1B secr inh	A549 viability
Cc1cccc(C(=O)NCC(=O)N2CCN(S(=O)(=O)c3cc(C)ccc3C)CC2)c1	i	-0.6%	-22%	?	-6%	-19%	-17%	12	3%
O=c1cnn(-c2ccccc2)c(-c2ccccc2)c1	i	5.1%	-11%	25%	.	48%[activator]	-4%	6	6%
C[C@H]1CN([C@@H](C)CO)C(=O)CCCn2nncc2CO[C@H]1CN(C)C(=O)c1cc(-c2ccccc2)on1	i	-0.5%	0%	.	.	-4%	2%	-1	.
O=C(NCCC1=CCCCC1)C1CCN(C(=O)c2ccc(Br)cc2)CC1	i	-1.0%	-22%	3%	11%	-12%	-3%	0	7%
CN(C)C(/C=C/Nc1cccc([N+](=O)[O-])c1)=C(C#N)C#N	i	2.6%	-28%	1%	23%	31%	?	1	0%
CS(=O)c1ccccc1-c1nc(-c2cc(C(F)(F)F)cc(C(F)(F)F)c2)no1 (stereo not given)	i	0.2%	-19%	-3%	9%	-25%	6%	6	4%
CS(=O)(=O)N1CCN(C(=O)c2ccc(Br)s2)CC1	i	0.2%	2%	-21%	.	-4%	-21%	-2	-2%
Cc1ccccc1NC(=O)c1c([N+](=O)[O-])cnn1C	i	0.3%	-27%	-6%	-20%	-24%	-3%	3	-19%
COc1ccc(C(=O)NCc2nnc(SCC(=O)Nc3ccccc3)n2-c2ccc(F)cc2)cc1	?	-0.9%	1%	.	16%	-4%	?	.	-4%
COc1ccc(N2CCN(C(=O)C3CC(=O)N(c4ccc(C)cc4)C3)CC2)cc1 (stereo not given)	i	0.1%	-9%	4%	-4%	0%	-9%	-1	-4%
CN(C)c1ccc(/C=C2\N=C(c3ccc(Cl)c([N+](=O)[O-])c3)NC2=O)cc1	i	2.6%	-1%	-3%	7%	-10%[11.3 µM]	1%	-3	-12%
O=C(CN1CCCCC1)N/N=C/c1cccc(Cl)c1	i	-0.2%	8%	0%	8%	-5%	-1%	-2	-1%
COc1cc2c(cc1OC)C(C)N(CCc1ccc(Cl)cc1)CC2 (stereo not given)	i	-0.1%	-22%	?	?	-32%	?	-59*	-3%
COc1ccc2nc3ccccc3[n+]([O-])c2c1	.	2.1%	2%	0%	?	19%	1%	-25	-19%
O=C(Cc1ccccc1)Nc1c[nH]c(=O)[nH]c1=O	i	-0.2%	-1%	0%	6%	-3%	25%	21	-4%
CCOC(=O)N1CCN(C(=S)NC(=O)/C=C/c2ccc(C)cc2)CC1	i	0.0%	2%	-1%	14%	13%	?	-18	1%
CCc1nnc(NS(=O)(=O)c2ccc(N=Cc3c(C)[nH]n(-c4ccc(Cl)cc4)c3=O)cc2)s1	i	-0.7%	-47%	4%	6%	0%	8%	-9	-3%
O=C(COC(=O)c1cc(Cl)ccc1[N+](=O)[O-])NCc1ccc(Cl)cc1Cl	i	0.1%	-17%	7%	21%	-10%	-31%	4	-11%
Fc1ccc(Nc2nc(-c3ccc(F)cc3)c3c(n2)-c2ccccc2OC3)cc1	i	0.1%	3%	.	?	3%	-1%	.	0%
Cc1cc(N/N=C/c2ccccc2O)c2ccccc2n1	?	0.9%	-39%	12µM*	18µM*	16µM*	?	-63*	-22%
O=C(NNC(=O)c1cccs1)c1ccccn1	i	-0.8%	-13%	.	.	.	1%	5	.
O=S(=O)(NCC1CCCO1)c1ccc(S(=O)(=O)N(Cc2ccccn2)C2CC2)cc1 (stereo not given)	i	-0.4%	-11%	-3%	8%	-3%	-17%	-18	1%
CCOc1ccc(S(=O)(=O)NC2CC2)cc1	i	-0.4%	33%	1%	-6%	3%	0%	0	-6%
O=C(CN1C(=O)CSc2ccc(S(=O)(=O)N3CCOCC3)cc21)NCCCN1CCCCC1	i	0.1%&-1.0%	2%&-2%	1%	4%	11%	2%&-11%	12	-4%&4%
Cn1c(C(=O)O)c(CC(=O)NCc2cccnc2)c2ccccc21	i	-0.3%	-6%	-1%	4%	1%	-8%	22	-8%
C[C@H](CO)NC(=O)c1nc[nH]c1C(=O)N[C@@H](C)c1ccccc1	i	-1.1%	-13%	.	.	5%	2%	10	.
C[C@H](CO)N1C[C@H](C)[C@H](CN(C)CC2CC2)Oc2ccc(NC(=O)CCN3CCOCC3)cc2C1=O	i	0.4%	-1%	0%	9%	11%	2%	19	-12%
COc1ccc(OC)c(NC(=O)c2cc3sccc3n2C)c1	i	6.0%	-22%	-2%	?	24%	13%	-11	9%
CC(C)Sc1nsc2nc(=O)c(/C=C3\C=Nc4ccccc43)c(N)n12	i	-2.3%	-42%	18µM*	14%	8%	-34%	?	-11%
CCOc1cccc(-c2c(C(=O)N/N=C/c3ccco3)nnn2-c2nonc2N)c1	i	5.9%	3%	9%	15%	-1%	5%	-8	-4%
NC(=S)NN=C1CCCC(C(F)(F)F)C1 (stereo not given)	?	3.2%	-27%	-5%	1%	?	?	5	-1%
COc1ccc(NC(=O)CSC2=C(C#N)C(c3ccco3)C3=C(CCCC3=O)N2)c(OC)c1 (stereo not given)	i	-0.2%	-66%	?	-7%	5%	-5%	-29	11%
CCCCC1S/C(=N/N=C/c2cccs2)NC1=O (stereo not given)	i	2.7%[9.22 µM]	-14%	?	-9%	-3%	-5%	0	7%
Cc1csc(N(C(=O)c2cccc(S(=O)(=O)N3CCCC3)c2)c2ccccc2)n1	i	-0.7%	8%	-4%	-27%	5%	-33%	8	-13%
COC(=O)c1ccc(CNC(=O)CNC(=O)c2sc3ccccc3c2Cl)cc1	i	0.2%	0%	8%	?	-19%	-9%	3	-7%
Cc1ccc(NC(=O)CCNS(=O)(=O)c2ccc3c(c2)oc(=O)n3C)cc1C	i	0.3%	9%	-7%	.	3%	1%	31	16%
COc1ccc(C(=O)COc2ccccc2C(N)=O)cc1	i	2.3%	14%	9%	-16%	4%	-21%	-6	7%
Cc1ccc(S(=O)(=O)CC(=O)NC(C)c2ccccc2)cc1 (stereo not given)	i	0.3%	3%	-20%	2%	4%	8%	0	0%
C[C@H](NC(=O)c1ccco1)C(=O)NNC(=O)COc1cccc(C(F)(F)F)c1	i	0.0%	4%	-2%	13%	.	4%	11	-6%
COc1ccc(N2CCN(S(=O)(=O)c3ccc(-c4ccno4)cc3OC)CC2)cc1	i	-0.2%	-2%	.	.	16%	-10%	.	2%
CCOC(=O)Cc1nn(C(C)C)c(=O)c2ccccc12	i	-0.5%	-1%	0%	9%	-17%	13%	18	10%
O=C(OCc1cn([C@H]2C[C@H](c3ccccc3)N(C(=O)c3cccs3)C[C@@H]2O)nn1)c1ccccc1	i	-0.7%	-1%	.	.	-9%	27%	10	.
COC(=O)c1cn(NC(=O)c2cnccn2)c(=O)c2ccccc12	i	-1.0%	1%	5%	?	-6%	-8%	170	-4%
CCOC(=O)CC(=O)COc1nc2cc3c(nc2o1)CCCC3	i	3.1%	7%	-3%	12%	44%[activator]	-2%	-3	-1%
CCOC(=O)c1cnc2cc(-c3ccc(Br)cc3)nn2c1C	i	6.0%	5%	0%	?	.	-6%	1	2%
CC1(C(=O)NCCC#N)CCN1C(=O)Cc1ccc(-c2ccccc2)cc1 (stereo not given)	i	-0.3%	4%	.	.	-7%	-10%	21	.
COc1cccc(/C=N/NC(=O)c2cccc([N+](=O)[O-])c2)c1OS(=O)(=O)c1ccc(C)cc1	?	3.3%	-8%	8%	?	-9%	-23%	?	-6%
CCCCNC(=O)/C(=C/c1ccccc1)NC(C)=O	i	-1.6%	-13%	16%	3%	-5%	-3%	-5	0%
CC1=C(c2ccc(C)cc2)S(=O)(=O)N(Cc2ccc(C(=O)Nc3ccc(F)cc3C)cc2)C1=O	i	-0.6%	2%	.	20%	-22%	0%	.	3%
O=c1[nH]c2cc3c(cc2cc1CN(Cc1cccnc1)C(=S)NCc1ccco1)OCCO3	i	3.2%	-34%	9%	?	-4%	-15%	-7	-3%
NS(=O)(=O)c1ccc(CNS(=O)(=O)Cc2ccc(Cl)cc2)cc1	i	-0.1%	-2%	6%	-18%	-6%	-1%	28	-1%
